Source: PubChem BioAssay (National Center for Advancing Translational Sciences (NCATS))
CHX counter: counter-screen for Shiga toxin inhibitors: cycloheximide protein synthesis inhibition; cell reporter, cycloheximide protein synthesis inhibition counterscreen; max response, %; hit rate 12% among 300,000; in the data active = max response mostly above about 13%, no sharp cut-off; inactive = mostly below about 14%; also: read at 38.3 µM for the half of the compounds with a filed dose; 0% is about no effect
Pf growth 96h: P. falciparum growth inhibition at 96 hour, primary screen for plastid delayed-death inhibitors; P. falciparum luciferase reporter growth, 96 h; Potency, µM (doses to about 28.7 µM), inactives show at the top dose activity change, negative = inhibition, usual class: inhibitors; hit rate 6.9% among 320,000; also: potency is read from the fitted curve at half-maximal effect; % is scaled to controls: 0 for no effect and ±100 for the full control effect
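Two parasite generations (96 h, 37 C, 5% CO2) of compound exposure in infected erythrocytes (0.05% parasitemia, 2% hematocrit). Luciferase-reporter P. falciparum; decreased luminescence indicates inhibited growth, aimed at apicoplast-acting delayed death.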
Tb PYK inh: inhibitors of Trypanosoma brucei pyruvate kinase. Q57TT1. TbPYK enzyme, Kinase-Glo Plus ATP luminescence, 45 min. Potency, µM (doses to about 76.8 µM), for the others: at the highest dose activity, negative = inhibition, hits mostly inhibitors. hit rate 0.12% among 410,000. AID 624173; also: potency is read from the fitted curve at half-maximal effect; % is scaled to controls: 0 for no effect and ±100 for the full control effect; nearly all actives have a fitted effect of over 50% in size
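Luminescent Kinase-Glo Plus end-point after 45 min room-temperature reaction of T. brucei pyruvate kinase started with 130 uM ADP (final). Buffer TEA 50 mM pH 7.2 with KCl, MgCl2, BSA, Tween-20; titration-based qHTS with fitted concentration-effect curves.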
AmpC inh no detg: inhibitors of E. coli AmpC beta-lactamase without detergent; P00811; AmpC nitrocefin hydrolysis, absorbance 480 nm, 0.0001% Triton; Potency, µM (titrated, usually from 57.1 µM), inactives show top-dose activity change, negative = inhibition, hits mostly inhibitors; hit rate 0.52% among 330,000;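 also: potency is read from the fitted curve at half-maximal effect; plate controls were no compound for no effect and no enzyme for full effect; nearly all actives have a fitted effect of over 20% in size; some results filed as inactive show a strong effect at the top dose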
Target sequence (P00811 whole entry, looked up): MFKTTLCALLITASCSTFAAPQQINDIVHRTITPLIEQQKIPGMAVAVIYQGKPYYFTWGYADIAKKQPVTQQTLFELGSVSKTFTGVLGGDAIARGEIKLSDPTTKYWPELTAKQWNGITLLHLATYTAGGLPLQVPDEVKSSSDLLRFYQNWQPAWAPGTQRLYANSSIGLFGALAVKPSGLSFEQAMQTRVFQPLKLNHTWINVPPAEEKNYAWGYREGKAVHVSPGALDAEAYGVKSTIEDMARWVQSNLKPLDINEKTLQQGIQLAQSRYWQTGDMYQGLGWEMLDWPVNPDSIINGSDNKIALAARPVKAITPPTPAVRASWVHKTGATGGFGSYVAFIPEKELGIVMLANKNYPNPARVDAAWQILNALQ
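AmpC (5.3 nM in the dispensed reagent) in 20 mM phosphate pH 7.0 with 0.01% (detergent screen) or 0.0001% Triton X-100 was preincubated with compounds for 15 min at room temperature. Nitrocefin was then added from an 800 uM solution, and hydrolysis was followed at 480 nm.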
Pf growth 48h: inhibits P. falciparum growth in the first generation, 48 h. P. falciparum luciferase growth in erythrocytes, 48 h. Potency, µM (highest dose often 28.7 µM), without a hit: top-dose activity change, negative = inhibition, actives largely listed as inhibitors. hit rate 5.9% among 310,000. AID 504832; also: potency is read from the fitted curve at half-maximal effect; % is scaled to controls: 0 for no effect and ±100 for the full control effect
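Parasite viability was followed by luminescence of a genomically integrated firefly luciferase. Cultures held 0.1% parasitemia at 2% hematocrit (final), incubated under 5% CO2 at 37 C.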
LmPK inhibitor: inhibitors of Leishmania mexicana pyruvate kinase | hit rate 0.37% among 290,000 | Q27686 | Potency, µM (series often up to 57.5 µM), for inactives: at the highest dose activity change, negative = inhibition, usual class: inhibitors | AID 1721 | purified LmPK, Kinase-Glo ATP luminescence, 1 h; also: potency is read from the fitted curve at half-maximal effect; % is scaled to controls: 0 for no effect and ±100 for the full control effect
Target sequence (Q27686 whole entry, looked up): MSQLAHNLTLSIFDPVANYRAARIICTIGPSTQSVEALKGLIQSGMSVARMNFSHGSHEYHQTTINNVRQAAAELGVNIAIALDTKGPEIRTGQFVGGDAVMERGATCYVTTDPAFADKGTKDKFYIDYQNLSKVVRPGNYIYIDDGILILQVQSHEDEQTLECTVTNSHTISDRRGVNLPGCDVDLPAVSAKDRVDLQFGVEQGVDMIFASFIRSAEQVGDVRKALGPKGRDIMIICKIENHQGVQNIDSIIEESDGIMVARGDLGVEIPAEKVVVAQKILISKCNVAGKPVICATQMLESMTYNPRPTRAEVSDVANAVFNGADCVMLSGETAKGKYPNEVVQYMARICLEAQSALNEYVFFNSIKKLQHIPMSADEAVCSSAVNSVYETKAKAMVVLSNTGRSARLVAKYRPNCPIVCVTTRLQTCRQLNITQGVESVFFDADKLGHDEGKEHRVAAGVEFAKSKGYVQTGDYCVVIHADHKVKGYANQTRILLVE
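Screened at intermediate enzyme activity to detect both inhibitors and activators: LmPK at 0.1 nM, with a 0.5 nM enzyme column as activation reference. PEP 0.5 mM, ADP 0.1 mM; ATP detected by luminescence after 1 h.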
Shiga toxin inh: inhibitors of Shiga toxin in Vero cells. Vero cells, Shiga toxin protein synthesis inhibition reporter. inhibition, % at 38.7 µM. hit rate 9.2% among 290,000. AID 2315; in the data active = inhibition mostly above about 28%, no sharp cut-off; inactive = mostly below about 43%; also: 0% is about no effect
An asterisk follows results filed as active; ? = inconclusive; nt = no result given; & = joins results of further samples; [ ] = remark or other dose. Unless noted, calls follow the shape of the dose curve; as a rule, active = well fitted curve in the direction sought with a large enough effect; inconclusive = small, poorly fitted or top-dose-only effect, or another doubt; inactive = no such curve, though single readings can be large; an effect the other way counts as inactive or inconclusive. Rows are unselected; overall some 22% were active at least once.

SMILES	CHX counter	Pf growth 96h	Tb PYK inh	AmpC inh no detg	Pf growth 48h	LmPK inhibitor	Shiga toxin inh
CC(C)c1ccc(C(=O)NC2=NCCS2)cc1	53*	16%	2%	-15%	222%[activator]	-3%	63*
CSc1sc(C(=O)O)c2c1C(=O)CCC2	2	38%	2%	-2%	-5%	5%	13
O=C(c1cc(-c2ccc(O)cc2)on1)N1CCOCC1	28*	276%[activator]	2%	-21%	148%[activator]	-8%	62*
COc1ccc2c(C)cc(SCC(=O)N(C)C3CCS(=O)(=O)C3)nc2c1 (stereo not drawn)	7	?	2%	18%	24%	9%	-13
COC(=O)C(NNc1ccc(F)cc1)(NC(=O)c1ccccc1)C(F)(F)F (stereo not drawn)	-2	-8%	-13%	-20%	0%	-1%	-4
CC(C)C(=O)NC(=S)Nc1ccccc1N1CCN(C(=O)c2ccc(Cl)cc2)CC1	32*	-28%	-5%	1%	1.5µM*	-6%	-19
O=C(CCN1CCCCCC1)Nc1ccc(F)cc1	18	?	1%	-6%	-15%	4%	-20
O=C(c1nc(-c2ccccc2)n(-c2ccccc2)n1)N1CCCCCC1	-7	?	0%	5%	-23%	1%	-10
COc1ccc(N2CCN(C(c3cccs3)c3nnnn3C3CCCC3)CC2)cc1 (stereo not drawn)	-3	nt	-8%	4%	?	-6%	-2
CCC(C)NC(=O)c1cn(CC)c2ccc(S(=O)(=O)N3CCCCC3)cc2c1=O (stereo not drawn)	-2	0%	-5%&-2%	25%	?	6%	-8
CCNC(=S)N(C)CCc1cc2c(c(OC)c1C=C1C(=O)N(C)C(=O)N(C)C1=O)OCO2	-3	?	-12%	-34%	?	3%	-10
CCOc1ccc(S(=O)(=O)N2CCC(C(=O)N3CCN(C)CC3)CC2)cc1Cl	-4	2%	4%	66%[activator]	-20%	0%	-3
Cc1ccc(/C=C/C(=O)Nc2nc3ccccc3[nH]2)cc1	37*	8%	10%	-21%	179%[activator]	-5%	35*
CCc1nc(OCCN(C)C)c2oc3ccccc3c2n1	26*	8%	0%	1%	-31%	-10%	29
N#CCCN1CCN(S(=O)(=O)c2ccc(C3CCCCC3)cc2)CC1	nt	43%[activator]	-1%	140%[activator]	-6%	nt	nt
CCC(C)NC(=O)C1CCN(S(=O)(=O)c2cc([N+](=O)[O-])ccc2Cl)CC1 (stereo not drawn)	1	15%	0%	-21%	-1%	10%	-6
O=C1COc2ccccc2N1Cc1c(F)cccc1Cl	-6	10%	-3%	-15%	-15%[0.00184 µM]	0%	27
CSc1cccc(NC(=O)c2cc(S(=O)(=O)N3CCc4ccccc43)cn2C)c1	-3	?	2%	10µM*	?	-3%	9
CC(C)Cc1nnc(NS(C)(=O)=O)s1	2	0%	-10%	-8%	4%	-6%	-3
O=S(=O)(NCC(c1ccco1)N1CCN(c2ccc(F)cc2)CC1)c1ccc(F)cc1 (stereo not drawn)	-2	?	-5%	7%	-1%	0%	-1
Cc1ccc2c(CN3CCC(C)CC3)cc(=O)oc2c1	53*	nt	1%	2%	125%[activator]	0%	151*
O=[N+]([O-])c1ccc2nn(Cc3ccccc3)cc2c1	1	5%	1%	-11%	13%	1%	19
CCCCN(C(=O)C1CC(=O)N(c2ccc(CC)cc2)C1)c1c(N)n(CCC)c(=O)[nH]c1=O (stereo not drawn)	nt	17%	-6%	-4%	17%	nt	nt
COc1ccc(/C=C2/NC(=O)N(Cc3ccccc3F)C2=O)cc1OC	-3	?	3%	-20%	19%	0%	-8
CCOC(=O)c1ccc(N2C(=O)CC(N3CCC(Nc4ccc(F)cc4)CC3)C2=O)cc1 (stereo not drawn)	-2	12%	-7%	28%	nt	3%	-15
Cc1nn2c(N3CCN(C(=O)c4ccco4)CC3)cc(C(C)(C)C)nc2c1-c1ccccc1	-8	4.7µM*	1%	-1%	?	4%	-17
CCOc1ccccc1N(CC(=O)NC(C)(C)C)C(=O)c1ccc(CN2CCOCC2)o1	-3	18%	1%	29%	-18%	-2%	-6
S=C1NCCOCCOCCOCCOCCNC(=S)NCCOCCOCCOCCOCCN1	-3	5%	2%	153%[activator]	-6%	2%	2
CCOc1ccc(-c2nnc(SCC(=O)NC3CC3)o2)cc1	nt	?	-5%	-25%	?	nt	nt
C/C(CCc1ccco1)=N\NC(=O)CNc1cccc2ccccc12	6	?	4%	-22%	-6%	13%[11.5 µM]	12

Molecules shown so far that contain a tert-butyl group (2):
SMILES	CHX counter	Pf growth 96h	Tb PYK inh	AmpC inh no detg	Pf growth 48h	LmPK inhibitor	Shiga toxin inh
Cc1nn2c(N3CCN(C(=O)c4ccco4)CC3)cc(C(C)(C)C)nc2c1-c1ccccc1	-8	4.7µM*	1%	-1%	?	4%	-17
CCOc1ccccc1N(CC(=O)NC(C)(C)C)C(=O)c1ccc(CN2CCOCC2)o1	-3	18%	1%	29%	-18%	-2%	-6

The listing continues:
SMILES	CHX counter	Pf growth 96h	Tb PYK inh	AmpC inh no detg	Pf growth 48h	LmPK inhibitor	Shiga toxin inh
Cc1ccccc1-c1nnc(SCC(=O)NC2CCCC2)o1	6	24%	1%	-38%	-4%	1%	10
O=C(NCCO)c1cc2c([nH]c3ccccc32)c(-c2ccc(F)cc2)n1	-1	15µM*	-1%	-48%	?	0%	1
C=CCNC(=O)Cn1nc(-c2ccccc2)ccc1=O	-1	?	-18%	-14%	0%	4%	-14
Cc1cc(SCc2cccc([N+](=O)[O-])c2)nc(=O)[nH]1	-2	?	3%	-27%	0%	-14%	-9
O=C(CNc1ccc(F)cc1)N/N=C/C1CC=CCC1 (stereo not drawn)	3	2%	-5%	-31%	2%	1%	-8
CC(C)Cc1c(O)nc(SCCN2CCOCC2)[nH]c1=O	-2	?	-10%	-8%	9%	-6%	-7
Cc1cc(NC(=O)CSc2nc(=O)n(CCN(C)C)c3c2CCCC3)no1	nt	-1%	-4%	-12%	?	nt	nt
Cc1ccc(NCC(=O)NNC2=NCCC2)c(C)c1	1	32%[activator]	4%	-17%	14%	-3%	-6
Cc1ccc(CCN2CC(C(=O)NCCCN3CCC(C)CC3)CC2=O)cc1 (stereo not drawn)	10	?	-12%	8%	?	2%	1
O=C(N/N=C/c1cccc([N+](=O)[O-])c1)c1cc(-c2ccc3c4c(cccc24)CC3)n[nH]1	-3	?	1%	-36%	0%	3%	1
COc1cccc(-n2c(N)c(C#N)c3ccc([N+](=O)[O-])cc3c2=O)c1	-1	-99%	nt	-13%	-46%	-1%	-14
CCOC(=O)C1=C(c2ccccc2)OC(N)=C(C#N)C1c1ccc(Br)s1 (stereo not drawn)	7	7%	1%	-30%	8%	1%	7
O=C(CSc1ccc(F)cc1)N1CCC(c2nc3ccccc3s2)CC1	10	-16%	5%	104%[activator]	?	7%	16
CCOc1cc2[nH]c(=O)n(Cc3ccc(C(=O)NCCCN4CCC(C)CC4)cc3)c(=O)c2cc1OCC	-2	-9%	-3%	98%[activator]	?	-1%	-10
COC(=O)c1ccc(NC(=O)CC2C(=O)N(c3ccc(C)cc3)C(=O)N2CC(C)C)cc1 (stereo not drawn)	-2	?	-1%	6%	nt	0%	-5
O=C(CNC(=S)NC(=O)c1ccc(Br)o1)c1ccccc1	2	?	-12%	-36%	11%	6%	28
CCC(C(=O)c1ccc(O)cc1)c1ccccc1 (stereo not drawn)	-4	54%[activator]	-2%	-27%	13µM*	-3%	-6
Cc1cc(C)n(CCCNC(=O)C2CC(=O)N(Cc3ccccc3)C2)n1 (stereo not drawn)	nt	0%	0%	-2%	5%	nt	nt
Cc1ccccc1NC(=O)c1cccc(NC(=O)CCC(=O)O)c1	-5	?	4%	-9%	2%	-4%	-13
Cc1ccccc1NC(=O)CC(O)(C(F)(F)F)C(F)(F)F	-2	-17%	-4%	-24%	nt	8%	-6
Nc1ccccc1C(=O)NCc1ccc(Cl)cc1	-1	-7%	4%	-3%	-9%	3%	-3
Nc1cc(-c2ccccc2)nn1S(=O)(=O)c1ccc(Br)cc1	5	?	-1%	-26%	nt	14%	-8
COc1cc2c(cc1OC)CN(CC(=O)Nc1ccc(Cl)cc1Cl)CC2	-5	-15%	4%	111%[activator]	?	1%	-6
CC(CC(=O)NNC(=O)c1cccc(Cl)c1)c1ccccc1 (stereo not drawn)	2	24%	-17%	-15%	-1%	-3%	29
CC(=O)Nc1ccc(S(=O)(=O)NC2CC3CCC2C3)cc1 (stereo not drawn)	-3	-1%	-2%	-15%	35%[activator]	4%	nt
O=[N+]([O-])c1cc(-c2cnc3ccccc3n2)ccc1Oc1ccc(Br)cc1	29*	62%[activator]	0%	-28%	32%[activator]	-1%	111*
COCC1CCCC1OS(N)(=O)=O (stereo not drawn)	-2	8%	3%	114%[activator]	32%[activator]	-2%	-5
O=C(CSc1cccc[n+]1[O-])Nc1cc(S(=O)(=O)N2CCOCC2)ccc1Cl	-2	0%	-5%	-26%	17%	-3%	13
Cc1cs/c(=N\N=C\c2ccccc2)n1Cc1ccco1	23*	?	-13%	-27%	-3%	0%	51
O=C(NC1CCN(S(=O)(=O)c2ccccc2)CC1)c1cccc(F)c1	-2	?	-2%	-3%	23%	3%	-7
O=C(c1ccc2[nH]ccc2c1)N1CCCC(Nc2ccccc2)C1 (stereo not drawn)	-6	3%	0%	-23%	18%	5%	13
CC1CC=C(c2ccccc2)C(=S)N1 (stereo not drawn)	-2	?	5%	-7%	-23%	-1%	11
Cc1ccc(N=Cc2sccc2C)cc1C	-2	2%	-19%	-28%	2%	-25%	-5
O=C(Nc1cccc(O)c1)c1cccc(C(=O)Nc2cccc(O)c2)c1	-2	?	-2%	-42%	-23%	0%	-4
CCC(=O)NNC(=O)CCC(=O)Nc1ccccc1	1	43%[activator]	nt	-6%	17%	-3%	-16
Cc1ccccc1Cn1cc(NC(=O)c2cc(-c3ccco3)on2)cn1	19	-13%	-21%	-50%	18%	3%	61*
CCOc1ccc(C(=O)C[n+]2cccc3cc(C)ccc32)cc1	-3	7%	1%	-5%	8.3µM*	0%	0
Cc1ccc(C)c(S(=O)(=O)C(C#N)c2nc3ccccc3nc2N2CCCC2)c1 (stereo not drawn)	17	25%	-6%	-21%	?	2%	-6
CC(C)(C)c1ccc(S(=O)(=O)N2CCN(C3CCCC3)CC2)cc1	-3	12%	4%	-10%	?	-2%	3
COc1cc(C)ccc1S(=O)(=O)n1nc(C)cc1C	-5	31%[activator]	-5%	-11%	-8%	0%	16

Fetched by compound from the list above:
SMILES	CHX counter	Pf growth 96h	Tb PYK inh	AmpC inh no detg	Pf growth 48h	LmPK inhibitor	Shiga toxin inh
CC1CC=C(c2ccccc2)C(=S)N1 (stereo not drawn)	-2	?	5%	-7%	-23%	-1%	11
CCC(=O)NNC(=O)CCC(=O)Nc1ccccc1	1	43%[activator]	nt	-6%	17%	-3%	-16
